Source: PubChem (several laboratories)
bovine MsrA act – bovine methionine sulfoxide reductase A activation; purified bovine MsrA, absorbance read-out; activation, % at 10.6 µM; hit rate 0.3% among 360,000; AID 602163; in the data active = activation above about 7.5%;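 also: 0% = vehicle and 100% = reference activator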
Neddylation inh – inhibitors of human cullin neddylation; P61081+Q13564; TR-FRET cullin neddylation, biochemical; calls only at 25 µM; hit rate 0.58% among 360,000; AID 651699; in the data active = inhibition above about 36%
Tb MetRS inh – Trypanosoma brucei MetRS inhibition; hit rate 0.4% among 360,000; AID 624268; purified T. brucei MetRS, ATP depletion, Kinase-Glo luminescence; inhibition, % at 11.9 µM;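 active = inhibition above a per-plate cutoff of the control wells' mean inhibition plus 3 SD, cut at about 5.5% in these data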;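 also: 0% = DMSO wells median and 100% = median of wells with control inhibitor compound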
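Test system: purified T. brucei MetRS enzyme. Also added: ATP, methionine and E. coli bulk tRNA substrates. Compound: 11.9 µM single point. Schedule: 15 min enzyme-compound preincubation, 2 h reaction, 10 min detection, 25 °C. Signal: luciferase luminescence of residual ATP, Kinase-Glo. Evaluation: percent inhibition versus plate control medians. Controls: DMSO wells, low control.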
Rin1 Abl inh – blocks binding of human Rin1 to Abl | TR-FRET Rin1/Abl binding, biochemical | hit rate 0.4% among 360,000 | inhibition, % at 7.35 µM | AID 588664 | P00519+Q13671; in the data active = inhibition above about 5%, passing the limit was not always enough
E coli Lon inh – inhibitors of E. coli Lon protease; purified E. coli Lon protease, fluorescence polarization; inhibition, % at 7.94 µM; hit rate 0.42% among 360,000; in the data active = inhibition above about 13%, passing the limit was not always enough;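 also: 0% = enzyme with probe and DMSO and 100% = no enzyme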
MsrA inhibitor – inhibits bovine methionine sulfoxide reductase A. inhibition, % at 15.5 µM. hit rate 0.75% among 360,000. purified bovine MsrA, absorbance read-out; in the data active = inhibition above about 4.5%;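 also: 0% = vehicle wells with enzyme and 100% = reference inhibitor wells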
FAS TE block – blocks the thioesterase domain of human fatty acid synthase. recombinant FAS-TE, OMFH fluorogenic substrate, fluorescence endpoint. inhibition, % at 15 µM. hit rate 0.67% among 360,000. AID 602261;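 active = compounds whose normalised, plate-corrected inhibition of enzyme fluorescence in the single-dose primary screen is 50% or more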;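 also: 0% = DMSO with enzyme and 100% = substrate without enzyme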
Target sequence (P49327 whole entry, looked up, the tested form may be a part): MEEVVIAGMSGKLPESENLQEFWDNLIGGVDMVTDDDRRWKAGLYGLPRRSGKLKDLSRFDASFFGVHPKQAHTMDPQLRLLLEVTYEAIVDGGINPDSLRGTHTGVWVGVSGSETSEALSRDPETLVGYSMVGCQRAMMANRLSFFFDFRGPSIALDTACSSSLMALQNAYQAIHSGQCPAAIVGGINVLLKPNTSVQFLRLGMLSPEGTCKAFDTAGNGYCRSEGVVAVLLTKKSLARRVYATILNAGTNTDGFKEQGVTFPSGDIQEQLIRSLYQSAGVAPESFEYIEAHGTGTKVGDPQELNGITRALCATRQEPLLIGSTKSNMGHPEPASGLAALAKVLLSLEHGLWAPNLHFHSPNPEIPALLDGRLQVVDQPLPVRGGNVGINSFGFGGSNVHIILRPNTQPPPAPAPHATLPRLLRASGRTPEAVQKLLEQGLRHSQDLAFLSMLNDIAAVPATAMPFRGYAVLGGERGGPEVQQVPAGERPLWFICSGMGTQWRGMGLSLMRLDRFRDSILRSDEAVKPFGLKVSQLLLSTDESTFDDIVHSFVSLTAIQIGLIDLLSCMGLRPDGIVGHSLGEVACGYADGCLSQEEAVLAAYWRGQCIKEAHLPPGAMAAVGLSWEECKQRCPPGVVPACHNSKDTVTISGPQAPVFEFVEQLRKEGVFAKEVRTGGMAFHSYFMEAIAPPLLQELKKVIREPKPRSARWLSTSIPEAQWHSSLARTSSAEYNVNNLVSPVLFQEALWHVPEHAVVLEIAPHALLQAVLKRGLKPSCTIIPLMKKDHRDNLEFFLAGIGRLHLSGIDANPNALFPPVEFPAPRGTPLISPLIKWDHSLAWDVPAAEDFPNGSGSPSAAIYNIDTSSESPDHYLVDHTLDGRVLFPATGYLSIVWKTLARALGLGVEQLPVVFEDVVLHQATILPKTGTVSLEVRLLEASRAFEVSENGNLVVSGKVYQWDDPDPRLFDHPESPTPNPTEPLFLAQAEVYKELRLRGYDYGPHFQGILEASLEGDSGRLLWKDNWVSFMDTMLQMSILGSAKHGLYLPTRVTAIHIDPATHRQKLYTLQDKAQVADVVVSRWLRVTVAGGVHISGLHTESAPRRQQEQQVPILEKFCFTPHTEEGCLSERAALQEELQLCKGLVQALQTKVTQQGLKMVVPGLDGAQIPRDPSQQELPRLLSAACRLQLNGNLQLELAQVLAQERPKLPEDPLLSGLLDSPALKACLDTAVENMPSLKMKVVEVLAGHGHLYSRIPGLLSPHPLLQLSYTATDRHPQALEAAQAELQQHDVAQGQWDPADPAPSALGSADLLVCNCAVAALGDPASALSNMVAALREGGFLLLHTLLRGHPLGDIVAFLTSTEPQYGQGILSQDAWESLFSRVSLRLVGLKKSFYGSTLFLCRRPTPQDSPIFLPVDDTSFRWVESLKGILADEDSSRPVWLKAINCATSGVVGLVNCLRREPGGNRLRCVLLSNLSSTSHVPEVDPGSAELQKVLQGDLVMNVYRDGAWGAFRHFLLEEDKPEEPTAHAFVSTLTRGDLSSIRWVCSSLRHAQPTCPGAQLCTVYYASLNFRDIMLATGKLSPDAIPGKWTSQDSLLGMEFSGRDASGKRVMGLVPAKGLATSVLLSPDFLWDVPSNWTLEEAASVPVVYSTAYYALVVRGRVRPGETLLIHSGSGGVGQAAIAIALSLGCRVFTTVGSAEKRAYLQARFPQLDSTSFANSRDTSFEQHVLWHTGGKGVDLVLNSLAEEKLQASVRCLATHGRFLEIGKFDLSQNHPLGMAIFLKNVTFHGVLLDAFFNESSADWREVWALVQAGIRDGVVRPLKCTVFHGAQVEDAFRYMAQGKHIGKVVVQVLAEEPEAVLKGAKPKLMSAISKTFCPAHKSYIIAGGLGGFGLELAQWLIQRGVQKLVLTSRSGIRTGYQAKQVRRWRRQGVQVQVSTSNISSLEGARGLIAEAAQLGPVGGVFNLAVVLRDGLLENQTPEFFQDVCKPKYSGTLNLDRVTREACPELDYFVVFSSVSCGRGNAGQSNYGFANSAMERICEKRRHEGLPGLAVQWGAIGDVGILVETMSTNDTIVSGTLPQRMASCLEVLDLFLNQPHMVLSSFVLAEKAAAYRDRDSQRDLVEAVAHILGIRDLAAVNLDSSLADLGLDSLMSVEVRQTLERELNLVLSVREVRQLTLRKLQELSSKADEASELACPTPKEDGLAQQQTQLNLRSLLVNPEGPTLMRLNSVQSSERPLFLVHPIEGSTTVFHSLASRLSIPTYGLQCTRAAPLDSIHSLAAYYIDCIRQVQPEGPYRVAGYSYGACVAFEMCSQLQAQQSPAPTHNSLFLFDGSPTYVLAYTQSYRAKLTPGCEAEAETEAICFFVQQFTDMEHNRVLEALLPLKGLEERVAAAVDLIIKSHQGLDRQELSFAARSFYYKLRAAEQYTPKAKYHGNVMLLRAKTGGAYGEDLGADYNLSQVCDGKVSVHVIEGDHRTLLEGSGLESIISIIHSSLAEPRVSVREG
MLLE-PAM2 inh – inhibitors of microRNA-mediated deadenylation, human PABP1 MLLE binding | P11940 | GST-MLLE / FITC-PAM2 fluorescence polarization | inhibition, % at 20 µM | hit rate 0.36% among 360,000 | AID 588489; in the data active = inhibition above about 35%, passing the limit was not always enough;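 also: plate controls were DMSO wells with GST-MLLE for no effect and wells lacking GST-MLLE protein for full effect; some results filed as inactive read as strong as hits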
CSN inh – CSN deneddylation inhibition | Q92905 | Purified CSN, SCF-Nedd8-OG deneddylation, fluorescence polarization | inhibition, % at 12.5 µM | hit rate 0.38% among 360,000;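 active = pattern-corrected inhibition above about 35%, with an unprinted fluorescence ratio check between 0.5 and 1.5, limit read from the data, passing the limit was not always enough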;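 also: 0% = enzyme with substrate and 100% = substrate without enzyme; some results filed as inactive read as strong as hits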
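Assay system: purified human Csn5 enzyme expressed in HEK293T cells; Input: 0.24 nM Csn5 enzyme, final concentration; Reagent: 10 nM SCFSkp2-Nedd8OG; Compound dosing: 12.5 µM single point; Times: reaction 90 min, room temperature; Technique: fluorescence polarization readout.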
The depositor's hits bear a star; i = inactive.

compound	E coli Lon inh	MsrA inhibitor	MLLE-PAM2 inh	Neddylation inh	FAS TE block	bovine MsrA act	Tb MetRS inh	CSN inh	Rin1 Abl inh
O=C(COC(=O)Cc1ccsc1)Nc1ccc(S(=O)(=O)N2CCOCC2)cc1	7	-0.7	-10	i	-3	-1	-0.5	3	2
O=C1OC(=O)C2C1[C@@H]1CC[C@H]2O1 (stereo partly drawn)	2	-2.0	-12	i	-2	-4	-0.8	0	-1
O=C(COc1ccc(F)cc1Cl)N1CCN(C(=O)c2cccs2)CC1	-10	0.5	-18	i	-2	-1	-0.2	5	2
CC(C)=CCC[C@](C)(O)C1CC[C@]2(C)C1C(O)CC1[C@@]3(C)CCC(O)C(C)(C)C3C(O[C@@H]3OC(CO)C(O)C(O)C3O[C@@H]3OC(C)C(O)C(O)C3O)C[C@]12C (stereo partly drawn)	-3	-1.0	-2	i	0	-13	-0.5	2	5
CCC(C)[C@H](NC(=O)NCCCn1ccnc1)C(=O)OC (stereo partly drawn)	-2	-0.2	8	i	-12	-11	-1.1	-14	0
Cc1cccc(OCC(=O)Nc2ccc3c(c2)OCCO3)c1	-13	-0.6	-11	i	-3	-7	0.3	-1	1
CCOC(=O)c1ccc2[nH]c3c(c2c1)CCCCC3=O	-4	1.3	7	i	-1	-2	-0.1	-1	3
Cc1ccc(S(=O)(=O)N2[C@@H](c3ccc(C#N)cc3)C(C(=O)O)=C[C@H]2C(C)(C)C)cc1	0	-0.4	5	i	-1	-9	-1.5	-5	-3
CCOC(=O)C(N)CSC1CC(=O)N(CCc2ccccc2)C1=O (stereo not drawn)	-7	0.2	30	i	-1	-8	-1.1	0	0
COc1ccccc1CCC(=O)NNC(=O)c1ccncc1	5	0.2	-5	i	-8	-4	-0.2	-2	-2
CN(C)S(=O)(=O)c1cccc(NC(=O)CCNC(=O)Nc2ccccc2)c1	-5	-0.6	-22	i	-6	-2	0.2	3	-2
CC(C)CNC(=O)c1ccc2c(c1)C(=O)N(Cc1ccco1)C2=O	-3	0.9	2	i	-3	-3	0.1	-5	-4
Cc1ccc2cc(CN(c3cccc(C)c3C)S(=O)(=O)c3ccccc3)c(=O)[nH]c2c1	2	1.1	-3	i	10	-5	-0.3	3	7
CCOc1cccc(C(=O)Nc2cccc(-c3nnc(-c4ccccc4)o3)c2)c1	-6	-0.9	-1	i	33	-4	-0.5	-2	2
NS(=O)(=O)c1ccc(NC(=O)c2ccccc2Cl)cc1	4	0.0	6	i	-5	-8	-0.7	1	-1
Cn1c(=O)oc2cc(S(=O)(=O)N3CCCC(C(=O)Nc4ccc5c(c4)OCCO5)C3)ccc21 (stereo not drawn)	-4	1.2	5	i	9	0	-0.2	8	2
Cc1cccc(CN2CCN(C3CN(Cc4ccc([N+](=O)[O-])cc4)S(=O)(=O)C3)CC2)c1 (stereo not drawn)	-11	1.6	2	i	15	-3	0.9	2	-1
CSCCC(NC(=O)c1ccco1)C(=O)NNC(=O)c1n[nH]c(=O)c2ccccc12 (stereo not drawn)	-5	-0.2	6	i	-7	-2	0.0	2	0
CCCCc1cc(=O)oc2cc(OCC(=O)NCCN3CCOCC3)ccc12	-6	0.3	-1	i	-4	-1	-0.5	0	-1
CCOc1ccc(-n2c(SCC(=O)NC)nnc2-c2ccco2)cc1	-17	-1.1	-2	i	-7	-3	-0.6	-3	-1
COC(=O)CC/C(O)=C1\C(=O)CC(C)(C)CC1=NCc1nc2ccccc2[nH]1	2	-0.9	0	i	-4	-4	48*	-4	-4
CCOC(=O)N1CCC(N2CCCC(C(=O)c3cccc(OC(C)C)c3)C2)CC1 (stereo not drawn)	8	1.2	7	i	-5	-4	-0.6	2	0
COc1ccccc1C1NC(=O)NC(C)=C1C(=O)OC1CCCC(C)C1 (stereo not drawn)	2	-0.1	-2	i	8	-2	-1.1	1	5
S=C1NC[C@H](Cc2ccccc2)N1CC1CCN(CCCCc2ccccc2)CC1	-6	-0.2	-72	i	-9	-1	-0.5	5	0
CC(=O)Nc1cnc(-c2cccc(C(=O)N(C)C)c2)cn1	-10	0.8	14	i	-5	-4	-0.3	0	-2
CCc1ccc(OCC(=O)NC(NC(=S)Nc2ccc(C)cc2C)C(Cl)(Cl)Cl)cc1 (stereo not drawn)	2	0.4	17	i	-3	-3	0.2	-1	0
COc1cccc(CN2CCC(n3nccc3NC(=O)CCOc3ccccc3)CC2)c1	-3	-0.4	-4	i	-3	-2	0.4	2	2

Single records, as listed above. Screens in order: E coli Lon inh	MsrA inhibitor	MLLE-PAM2 inh	Neddylation inh	FAS TE block	bovine MsrA act	Tb MetRS inh	CSN inh	Rin1 Abl inh
Record of `CCOC(=O)N1CCC(N2CCCC(C(=O)c3cccc(OC(C)C)c3)C2)CC1` (stereo not drawn) = 8	1.2	7	i	-5	-4	-0.6	2	0
Record of `COc1ccccc1C1NC(=O)NC(C)=C1C(=O)OC1CCCC(C)C1` (stereo not drawn) = 2	-0.1	-2	i	8	-2	-1.1	1	5

Of the compounds above, 13 contain sulfur.
compound	E coli Lon inh	MsrA inhibitor	MLLE-PAM2 inh	Neddylation inh	FAS TE block	bovine MsrA act	Tb MetRS inh	CSN inh	Rin1 Abl inh
O=C(COC(=O)Cc1ccsc1)Nc1ccc(S(=O)(=O)N2CCOCC2)cc1	7	-0.7	-10	i	-3	-1	-0.5	3	2
O=C(COc1ccc(F)cc1Cl)N1CCN(C(=O)c2cccs2)CC1	-10	0.5	-18	i	-2	-1	-0.2	5	2
Cc1ccc(S(=O)(=O)N2[C@@H](c3ccc(C#N)cc3)C(C(=O)O)=C[C@H]2C(C)(C)C)cc1	0	-0.4	5	i	-1	-9	-1.5	-5	-3
CCOC(=O)C(N)CSC1CC(=O)N(CCc2ccccc2)C1=O (stereo not drawn)	-7	0.2	30	i	-1	-8	-1.1	0	0
CN(C)S(=O)(=O)c1cccc(NC(=O)CCNC(=O)Nc2ccccc2)c1	-5	-0.6	-22	i	-6	-2	0.2	3	-2
Cc1ccc2cc(CN(c3cccc(C)c3C)S(=O)(=O)c3ccccc3)c(=O)[nH]c2c1	2	1.1	-3	i	10	-5	-0.3	3	7
NS(=O)(=O)c1ccc(NC(=O)c2ccccc2Cl)cc1	4	0.0	6	i	-5	-8	-0.7	1	-1
Cn1c(=O)oc2cc(S(=O)(=O)N3CCCC(C(=O)Nc4ccc5c(c4)OCCO5)C3)ccc21 (stereo not drawn)	-4	1.2	5	i	9	0	-0.2	8	2
Cc1cccc(CN2CCN(C3CN(Cc4ccc([N+](=O)[O-])cc4)S(=O)(=O)C3)CC2)c1 (stereo not drawn)	-11	1.6	2	i	15	-3	0.9	2	-1
CSCCC(NC(=O)c1ccco1)C(=O)NNC(=O)c1n[nH]c(=O)c2ccccc12 (stereo not drawn)	-5	-0.2	6	i	-7	-2	0.0	2	0
CCOc1ccc(-n2c(SCC(=O)NC)nnc2-c2ccco2)cc1	-17	-1.1	-2	i	-7	-3	-0.6	-3	-1
S=C1NC[C@H](Cc2ccccc2)N1CC1CCN(CCCCc2ccccc2)CC1	-6	-0.2	-72	i	-9	-1	-0.5	5	0
CCc1ccc(OCC(=O)NC(NC(=S)Nc2ccc(C)cc2C)C(Cl)(Cl)Cl)cc1 (stereo not drawn)	2	0.4	17	i	-3	-3	0.2	-1	0
